CD40 NFkB inh: CD40 pathway inhibition in BL2 cells. BL2 NF-kB luciferase reporter, CD40L-induced, 4 h. inhibition, % at 10 µM. hit rate 0.94% among 83,000. AID 1053188;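 active = mean inhibition of at least 50% with a set share of replicates also reaching that level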;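 note: 0% = neutral control wells and 100% = IKK inhibitor VII at 50 µM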
* marks the source's active call; other numbers are inactive results; & = joins results of further samples; [ ] = remark or other dose. Some of the compounds tested; the hit share may differ from the screen's.

| CD40 NFkB inh | SMILES |
| --- | --- |
| -1 | O=C(c1ccco1)N(CCC(c1ccccc1)c1ccco1)Cc1ccccc1 (configuration not stated) |
| 6 | CC(C)CCN1CCNC(=O)C1CC(=O)Nc1ccc(F)cc1 (configuration not stated) |
| 5 | CCN(CC)CCNC(=O)/C(=C/c1cn(CC)c2ccccc12)NC(=O)c1cc(OC)c(OC)c(OC)c1 |
| -5 | O=C(NCc1ccc2c(c1)OCO2)NC12CC3CC(CC(C3)C1)C2 |
| -1 | CC(C)NC(=O)Nc1cccc2c1O[C@H](CN(C)C)[C@H](C)CN(C)C2=O |
| 8 | O=C1CN(C(=O)COC(=O)c2cccs2)c2ccccc2N1 |
| 8 | Cc1ccc(S(=O)(=O)Nc2cccc(C(=O)NCC(c3ccco3)N(C)C)c2)cc1F (configuration not stated) |
| 5 | Cc1nc(NC(=O)COC(=O)C(C)NC(=O)c2ccccc2)c(Cl)cc1Cl (configuration not stated) |
| -7[25 µM] | N#C[C@@H]1[C@@H](c2ccccc2C2=CCCC2)[C@H](CO)N1C(=O)C1CCOCC1 |
| -2 | COc1cc(NC(=O)C2(C)CCCN2C(=O)C(C)C)cc(OC)c1OC (configuration not stated) |
| 2[25 µM] | C[C@H]1CN([C@@H](C)CO)C(=O)CCCn2nncc2CO[C@H]1CN(C)S(C)(=O)=O |
| 15 | CCOC(=O)n1c(=O)oc2cc(S(=O)(=O)N3CCCCC3)ccc21 |
| 8 | CNCC(=O)N1CCN(c2ncc(C(F)(F)F)cc2Cl)CC1 |
| -3 | O=C(COC(=O)c1cc(-c2ccco2)nc2ccccc12)NCc1ccccc1 |
| 5 | O=C(c1ccc(OC2CCN(Cc3ccc(F)cc3)CC2)cc1)N1CCCC1 |
| 6 | Cc1nn(C)c(C)c1CN(C(=O)CCc1nnc(Cc2c[nH]c3ccccc23)o1)C(C)C |
| -11[25 µM] | COc1ccc(NC(=O)N(C)C[C@H]2OCc3ccccc3-c3ccccc3C(=O)N([C@H](C)CO)C[C@H]2C)c(OC)c1 |
| 14 | C=CCN1C(=O)C(Cc2ccc(SC(F)F)cc2)SC1=Nc1ccc(C(=O)O)cc1 (configuration not stated) |
| -3[25 µM] | COc1cccc(CN2[C@@H](CO)[C@@H]3c4ccccc4N(C(=O)c4ccncc4)C[C@@H]32)c1 |
| 11 | COc1ccc(OCCOC(=O)c2ccc(-n3cnnn3)cc2)cc1 |
| -13 | CC(=O)N1c2ccc(Cl)cc2C2OCCC2C1c1ccco1 (configuration not stated) |
| 14 | Cc1onc(C(=O)N2CCN(c3ccccc3F)CC2)c1-c1ccccc1Cl |
| -4[25 µM] | CN(C)C(=O)c1cccc(-c2ccc([C@H]3[C@H](CO)N4C(=O)CN(C(=O)C5CCC5)C[C@@H]34)cc2)c1 |
| 1 | CCN1CCN(CC(=O)Nc2sc3c(c2C#N)CCC3)CC1 |
| 8 | CC1CCN(C(=O)CCc2nnc3ccc(NCCCN4CCCC4=O)nn23)CC1 |
| -3 | Cc1ccc(C(=O)OCC(=O)Nc2ccc3c(c2)OCCO3)cc1C |
| 4 | O=C(CN1CCN(S(=O)(=O)c2ccc(F)cc2)CC1)Nc1ccnn1C1CCCC1 |
| 15 | CC1CN(C(=O)COC(=O)c2cnc(Cl)c(Cl)c2)CC(C)O1 (configuration not stated) |
| -3[25 µM] | O=C(O)Cc1nn(Cc2ccc(Br)cc2F)c(=O)c2ccccc12 |
| -11 | O=C(CS(=O)(=O)c1ccccc1)Nc1nnc(-c2cccs2)o1 |
| -5&-101 | c1cnc2c(c1)ccc1cccnc12 |
| 14[25 µM] | O=C(Cc1ccccn1)N1CC(=O)N2[C@H](C1)[C@@H](c1ccc(C#CCC3CCCC3)cc1)[C@@H]2CO |
| -4 | CCC12CN3CCN(CC(C3)/C1=N\NC(=O)c1ccc(Cl)cc1)C2 |
| 8 | Cc1ccc(S(=O)(=O)NCCC(=O)Nc2cccc(S(=O)(=O)N3CCCC3)c2)cc1C |
| -2[25 µM] | CCCN1[C@@H]2Cn3c(ccc(-c4ccc(F)cc4)c3=O)[C@H]1[C@@H](C(=O)NCC1CC1)[C@@H]2CO |
| -3 | COc1cccc(CNC(=O)COC(=O)C2CC3CCCC(C2)C3=O)c1 (configuration not stated) |
| 7 | O=C(COC(=O)CNC(=O)C1CCCCC1)NCc1ccccc1 |
| 1[25 µM] | COc1cccc(CN2[C@@H]3CNC[C@H]2C3c2ccc(-c3cccnc3)cc2)c1 (some centres not stated) |
| 4 | O=C(COc1ccccc1)Nc1cccc(S(=O)(=O)N2CCCC2)c1 |
| -5[25 µM] | O=C(Nc1ccc(F)cc1)N1CCCCN2[C@@H](CO)[C@@H](c3ccc(C#CC4CC4)cc3)[C@@H]2C1 |
| -12 | COc1ccc(C(=O)Nc2nc(C)c3cc4c(cc3n2)OCO4)cc1 |
| -86 | Cc1sc(NC(=O)c2ccc3ncsc3c2)c(C(N)=O)c1C |
| 18 | O=C(NC1CCCCC1)C1CCN(c2nnnn2-c2ccccc2)CC1 |
| 4 | Cc1occc1C(=O)NNS(=O)(=O)c1ccc(Cl)cc1 |
| 7 | COc1ccc(CC2(CO)CCN(Cc3ccncc3)CC2)cc1 |
| -21 | CCOC(=O)C1CCN(C(=O)c2ccc3c(=O)n4c(nc3c2)CCCCC4)CC1 |
| 6[25 µM] | C[C@@H]1CN([C@H](C)CO)C(=O)c2cc(N(C)C)ccc2O[C@H]1CN(C)Cc1ccc(Oc2ccccc2)cc1 |
| 9 | CCN1CCN(c2ccc(NC(=O)c3cc(S(=O)(=O)N4CCCC4)ccc3Cl)cc2)CC1 |
| 16 | O=C1CC(c2ccc(F)cc2)Cc2nc(NCC3CCCO3)ncc21 (configuration not stated) |
| -4 | COc1ccc(S(=O)(=O)NCC(c2ccc3c(c2)OCO3)N2CCOCC2)cc1 (configuration not stated) |
| 11 | Cc1cc(C(=O)CC#N)c(C)n1CC(F)(F)F |
| -8[25 µM] | O=C(Nc1ccccc1F)N1CCCCN2[C@H](CO)[C@@H](c3ccc(/C=C/c4ccccc4)cc3)[C@@H]2C1 |
| -10[25 µM] | O=C(Nc1ccc2c(c1)[C@@H]1C[C@@H](CC(=O)N3CCOCC3)O[C@@H](CO)[C@@H]1O2)Nc1ccccc1F |
| 0 | O=C(COc1ccc(Cl)cc1)NCCCNC(=O)c1ccccn1 |
| 4 | COC(=O)c1ccc2c(=O)[nH]c(COC(=O)c3cccc(S(=O)(=O)N4CCOCC4)c3)nc2c1 |
| 0[25 µM] | O=C(C[C@H]1C[C@@H]2c3cc(NC(=O)NC4CCCC4)ccc3O[C@@H]2[C@@H](CO)O1)NCc1ccccc1F |
| 2 | CC(=O)c1ccc(OCC(=O)Nc2ccccc2C(=O)NC2CC2)cc1 |
| 13 | O=C(CN1C(=O)c2ccccc2C1=O)Nc1nnc(C2CCCO2)s1 (configuration not stated) |
| 6 | CCOc1ccc(NC(=O)N(CC(C)C)CC(C)C)cc1 |
| -12 | COc1ccc(NC(=O)Nc2ccc3c(c2)C(=O)N([C@H](C)CO)C[C@H](C)[C@@H](CN(C)C(=O)Nc2ccc(F)cc2)OCCCC[C@@H](C)O3)cc1 |

Further structures
| CD40 NFkB inh | SMILES |
| --- | --- |
| 21 | O=c1c(Cc2ccccc2)c(O)nc2n1CCCS2 |
| 2[25 µM] | O=C(C[C@H]1CC[C@@H]2NC[C@@H](O)COC[C@H]2O1)NCCc1ccncc1 |
| -5&-9 | Cc1cccc(S(=O)(=O)N2[C@@H]3CNC[C@H]2C3c2ccc(-c3ccccc3C)cc2)c1 (some centres not stated) |
| -27 | NC(=S)NN=C1CCCCC12CCCC2 |
| 9 | O=C1CC(c2cccc([N+](=O)[O-])c2)c2ccc3ccccc3c2N1 (configuration not stated) |
| -14[25 µM] | N#C[C@@H]1[C@H](c2ccc(C3=CCCCC3)cc2)[C@@H](CO)N1S(=O)(=O)c1ccccc1 |
| 6 | COc1ccccc1CN1CC(C(=O)NCC2(O)CCCCC2)CCC1=O (configuration not stated) |
| 6 | CCOc1ccc(CCNC(=O)COC(=O)c2nn(C)c(=O)c3ccccc23)cc1OCC |
| 2 | COc1ccc(C(=O)NCC(=O)OCC(=O)N2CCCc3ccccc32)cc1 |
| 0 | O=C(NC1CCCC1)c1ncn[nH]1 |
| -5 | c1ccc(-c2nn3c(Cn4nnc5ccccc54)nnc3s2)cc1 |
| 19[25 µM] | O=S(=O)(c1cccs1)N1CCCCN2[C@H](CO)[C@H](c3ccc(/C=C/c4ccccc4)cc3)[C@@H]2C1 |
| -4 | CC(=O)Nc1sc(C)c(C)c1C(=O)OCC(=O)NCc1ccccc1 |
| 0 | CCOc1ccc(S(=O)(=O)N2CCCCC2)cc1NC(=O)C1CCC1 |
| -18 | CCOC(=O)C1=C(COC(=O)c2ccccc2[N+](=O)[O-])NC(=O)NC1C (configuration not stated) |
| 1 | O=C(COC(=O)Cc1ccsc1)NC(c1ccccc1)c1ccccc1 |
| -54 | Nc1nc2ccccc2cc1-c1cccs1 |
| -56 | Cc1ccc(-c2csc(NC(=O)C3=COCCO3)n2)cc1C |
| 0[25 µM] | CCCNC(=O)C[C@H]1CC[C@H]2[C@@H](COC[C@@H](O)CN2C(=O)c2ccc(F)cc2)O1 |
| 11 | Cc1ccc(C(C)C)cc1OCC(=O)Nc1nnc(C2CC2)s1 |
| 0[25 µM] | O=S(=O)(Cc1ccccc1)N1CCCCN2[C@H](CO)[C@@H](c3ccc(-c4ccc(F)cc4)cc3)[C@H]2C1 |
| -12 | COc1ccccc1CN1CC[C@H]2[C@H](CO)Nc3ccc(-c4ccc(C(=O)N(C)C)cc4)cc3[C@H]21 |
| -38 | Cc1cccc(/C=N/NC(=O)NC23CC4CC(CC(C4)C2)C3)n1 |
| 23 | COC(=O)c1[nH]c2ccccc2c1NC(=O)c1ccccc1F |

Rewritten with each value named: part of the list above.
> Cc1ccc(C(C)C)cc1OCC(=O)Nc1nnc(C2CC2)s1
  CD40 NFkB inh: 11
> O=S(=O)(Cc1ccccc1)N1CCCCN2[C@H](CO)[C@@H](c3ccc(-c4ccc(F)cc4)cc3)[C@H]2C1
  CD40 NFkB inh: 0[25 µM]
> COc1ccccc1CN1CC[C@H]2[C@H](CO)Nc3ccc(-c4ccc(C(=O)N(C)C)cc4)cc3[C@H]21
  CD40 NFkB inh: -12
> Cc1cccc(/C=N/NC(=O)NC23CC4CC(CC(C4)C2)C3)n1
  CD40 NFkB inh: -38

(more compounds)
| CD40 NFkB inh | SMILES |
| --- | --- |
| -15 | CN(C(=O)CSc1nnc(Cc2cccs2)n1C1CC1)C1CCS(=O)(=O)C1 (configuration not stated) |
| 6 | CC(C)(C)N(Cc1ccccc1)C(=O)COC(=O)C1CC(=O)N(Cc2ccccc2)C1 (configuration not stated) |
| 18 | O=S(=O)(C=C(c1ccccc1)c1ccccc1)c1ccccc1 |
| 3 | O=C(C1CCCC1)N1C[C@H]2[C@@H](c3ccccc31)[C@@H](CO)N2C(=O)c1ccccc1F |
| 10 | Cc1cc(NC(=O)NC(C)(C(F)(F)F)C(F)(F)F)no1 |
| -7[25 µM] | O=C(C[C@H]1CC[C@@H]2NC[C@H](O)COC[C@H]2O1)Nc1ccc(-c2ccccc2)cc1 |
| 6 | CCN(CC)C(=O)Oc1ccc(Cl)c2ccccc12 |
| 10 | O=C(O)c1ccc2cccc(Cl)c2c1O |
| -6 | CC(=O)c1ccc(N2CCN(C(=O)Nc3cccc(F)c3)CC2)cc1 |
| 4&-6 | Cn1cnc(S(=O)(=O)N2C[C@@H]3N[C@H](C2)C3c2ccc(/C=C/c3ccccc3)cc2)c1 (some centres not stated) |
| -10 | CCOC(=O)N1CCN(CC(=O)Nc2cc(C)nn2-c2nc3ccccc3s2)CC1 |
| 13 | OC(COc1ccc(CNCc2cccnc2)cc1)CN1CCc2ccccc2C1 (configuration not stated) |

In a second layout: results already given.
mol	CD40 NFkB inh
O=C(COc1ccc(Cl)cc1)NCCCNC(=O)c1ccccn1	0
Cc1ccc(S(=O)(=O)Nc2cccc(C(=O)NCC(c3ccco3)N(C)C)c2)cc1F (configuration not stated)	8
CC1CCN(C(=O)CCc2nnc3ccc(NCCCN4CCCC4=O)nn23)CC1	8
CCOc1ccc(NC(=O)N(CC(C)C)CC(C)C)cc1	6

The listing continues:
| CD40 NFkB inh | SMILES |
| --- | --- |
| 12 | CCOC(=O)c1[nH]c2ccccc2c1NC(=O)c1nonc1C |
| 0 | CN(C)NC(=O)C12CCC(C)(C(=O)O1)C2(C)C (configuration not stated) |
| 0 | CCCCCCOc1ccc(N2C(=O)CC(N3CCN(CCN=CC4=C(O)CC(C)(C)CC4=O)CC3)C2=O)cc1 (configuration not stated) |
| 12 | O=C(COc1ccc(Br)cc1CNC1CCCC1)Nc1ccccc1 |
| 13 | CN(C)C(=O)c1cc([N+](=O)[O-])ccc1O |
| -9 | CN(C)S(=O)(=O)c1ccc(C(=O)OCC(=O)Nc2ccc3c(c2)OCO3)cc1 |
| -108 | O=C(Nc1ccc(NC(=O)C2CC2)cc1)c1cccs1 |
| -16 | Cc1noc(C)c1C(=O)N(C)C[C@@H]1OCc2ccccc2-c2c(n(C)c3ccccc23)C(=O)N([C@H](C)CO)C[C@H]1C |
| -4[25 µM] | CO[C@H]1CN(C)C(=O)c2cc(NS(=O)(=O)c3ccc(Cl)cc3)ccc2OC[C@@H](C)N(C(=O)NC(C)C)C[C@H]1C |
| 3 | CC1(C(=O)NS(=O)(=O)c2ccc(C#N)cc2)CCN1C(=O)CCC1CCCC1 (configuration not stated) |
| -4 | O=C(Cc1cccnc1)N1CC(=O)N2[C@@H](CO)[C@H](c3ccc(C#CC4CCCC4)cc3)[C@@H]2C1 |
| -5 | O=C(COC(=O)c1ccccc1O)NCC1COc2ccccc2O1 (configuration not stated) |
| 6 | COc1cc(CO)cc(Br)c1OCC(=O)O |
| 16 | CC(C)NC(=O)N(C)C[C@H]1Oc2ccc(NC(=O)C3CCCCC3)cc2C(=O)N([C@@H](C)CO)C[C@H]1C |
| -5 | CCNC(=O)OCC12CC3CC(CC(C3)C1)C2 |
| 10 | CCCCN(C(=O)CN1C(=O)C2CCCCC2C1=O)c1c(N)n(CCCC)c(=O)[nH]c1=O (configuration not stated) |
| 1 | Fc1ccccc1/C=N/Nc1nc(N2CCCCC2)nc(N2CCCCC2)n1 |
| -36 | O=C(NCC1CCCO1)c1ccc(-c2ccccc2Cl)o1 (configuration not stated) |
| -35 | Cc1nc(N2CCCCC2)sc1C(=O)c1cccc([N+](=O)[O-])c1 |
| 5 | O=C(Cc1ccccc1)N1C[C@@H]2[C@H](c3ccccc31)[C@@H](CO)N2C(=O)C1CCCC1 |
